TEAD-YAP inh – TEAD-YAP interaction inhibition. HEK-TIYL cells, TEAD-Gal4/YAP UAS-luciferase luminescence. inhibition, % at 9.12 µM. 1.4% of 640,000 active; in the data active means inhibition above about 32%;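 further: 0% = median of test compound wells and 100% = reference inhibitor wells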
MITF inh – blocks human microphthalmia-associated transcription factor. O75030. AlphaScreen MITF homodimerization, bead proximity signal. inhibition, % at 2.6 µM. 0.91% of 650,000 active; in the data active means inhibition above about 50%;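 further: 0% = vehicle wells with protein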
Target sequence (O75030 whole entry, looked up): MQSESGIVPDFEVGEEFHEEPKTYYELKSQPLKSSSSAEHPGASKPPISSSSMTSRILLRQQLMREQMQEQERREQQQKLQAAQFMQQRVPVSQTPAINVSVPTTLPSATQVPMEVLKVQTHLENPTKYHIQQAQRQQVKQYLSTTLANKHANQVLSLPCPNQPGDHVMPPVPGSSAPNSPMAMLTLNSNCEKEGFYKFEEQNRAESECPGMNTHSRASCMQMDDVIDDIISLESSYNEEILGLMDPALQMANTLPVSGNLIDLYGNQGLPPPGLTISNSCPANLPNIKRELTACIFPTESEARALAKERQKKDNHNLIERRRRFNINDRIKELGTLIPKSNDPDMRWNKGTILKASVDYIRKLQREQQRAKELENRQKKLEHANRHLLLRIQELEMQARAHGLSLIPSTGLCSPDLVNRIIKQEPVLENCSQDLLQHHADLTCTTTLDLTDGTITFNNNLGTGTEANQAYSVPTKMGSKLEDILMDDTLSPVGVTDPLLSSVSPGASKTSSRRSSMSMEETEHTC
GPR151 ag – activates the human receptor GPR151; activation, % at 11.2 µM; PathHunter beta-arrestin GPR151 cells, luminescence; 1% of 650,000 active; in the data active means activation above about 4.9%;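 further: 0% = median of compound wells and 100% = cells with positive control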
Target sequence (Q8TDV0 whole entry, looked up): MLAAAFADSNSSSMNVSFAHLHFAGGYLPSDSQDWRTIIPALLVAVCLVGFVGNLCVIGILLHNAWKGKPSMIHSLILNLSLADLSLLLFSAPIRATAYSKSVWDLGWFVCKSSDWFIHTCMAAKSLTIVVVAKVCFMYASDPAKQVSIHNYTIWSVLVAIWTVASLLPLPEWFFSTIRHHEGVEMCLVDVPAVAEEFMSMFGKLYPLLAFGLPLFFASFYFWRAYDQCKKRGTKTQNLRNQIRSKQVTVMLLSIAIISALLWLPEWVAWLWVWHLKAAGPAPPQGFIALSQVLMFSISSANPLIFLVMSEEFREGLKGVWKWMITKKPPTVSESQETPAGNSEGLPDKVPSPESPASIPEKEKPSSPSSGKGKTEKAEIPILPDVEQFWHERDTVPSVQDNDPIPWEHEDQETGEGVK
FBW7 activator – activators of human E3 ligase FBW7; AID 1259310; AlphaScreen FBW7–phospho-cyclin E peptide binding, activator screen; 0.13% of 650,000 active; normalized activity (activation), % at 26.1 µM; in the data active means normalized activity above about 1.9%;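 further: purified mutant Fbw7 with reduced substrate affinity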
The depositor's hits bear a star. The order is random; overall some 3.4% were active at least once.

mol	TEAD-YAP inh	MITF inh	GPR151 ag	FBW7 activator
COc1cccc(COCC(O)CN2CCN(c3ccc(C(C)=O)cc3)CC2)c1 (stereo unspecified)	-3	43	-1.9	0.1
CC(C)N(Cc1c(O)ccc2c(=O)c(-c3ccccc3)coc12)C(C)C	4	8	-1.4	0.1
Cc1cccc(N2CCN(S(=O)(=O)CCNC(=O)COc3ccccc3C)CC2)c1	3	-10	-0.2	-0.2
CCOC(=O)C1=C(C(F)(F)F)NC(=S)NC1c1cccc([N+](=O)[O-])c1 (stereo unspecified)	2	17	0.0	0.1
O=C(/C=C/c1ccco1)OCC(=O)c1ccc(F)cc1	7	-9	-1.0	0.2
O=C1COc2cc(S(=O)(=O)Nc3ccc(Cl)cc3)ccc2N1	6	3	1.0	0.1
N#Cc1cc([N+](=O)[O-])ccc1NC(=O)COC(=O)Cc1cccc2ccccc12	13	6	1.3	-0.3
CCOc1ccc(C2NC(=O)NC(C)=C2C(=O)OCCSC)cc1OC (stereo unspecified)	-6	6	-0.2	-0.1
N#C/C(=C\c1ccc(N2CCOCC2)c([N+](=O)[O-])c1)c1ccccn1	-43	-1	0.7	0.4
CCOc1ccc(NC(=O)CSc2nc3ccccc3c(=O)n2Cc2ccccc2OC)cc1	11	15	-0.5	0.6
O=C(CNC(=O)c1cccs1)OC(c1ccccc1)c1ccccc1	10	8	1.8	-0.2
COC(=O)/C(=C/c1cccc([N+](=O)[O-])c1)NC(=O)c1ccccc1OC	-6	5	-1.5	-0.2
NS(=O)(=O)c1ccc(NC(=O)c2cccc3ccccc23)cc1	8	5	1.3	0.1
c1ccc2c(-c3nc(NC4CC4)c4ncn(-c5ccsc5)c4n3)csc2c1	14	-6	0.4	-0.1
CCCOc1ccccc1C1NC(=O)NC(C)=C1C(=O)OCc1ccccc1 (stereo unspecified)	-1	13	-0.1	0.1
COc1ccc(OC)c(NC(=O)c2cn(-c3ccc(Cl)cc3)c(=O)c3ccccc23)c1	0	13	2.9	0.1
CS(=O)(=O)c1ccc(C(=O)OC/C(O)=C(\C#N)c2nc3ccccc3[nH]2)cc1[N+](=O)[O-]	8	0	-0.5	0.2
COc1ccc(C2C=C(c3ccco3)Nc3ncnn32)cc1OC (stereo unspecified)	-6	12	-1.6	0.8
Cc1cc(-c2cnc(N3CCC(C)CC3)nc2C2CCN(C(=O)c3cn[nH]c3C)CC2)on1	5	8	0.5	-0.1
CC(=O)c1cccc(NC(=O)CSc2nc(-c3ccccc3)cc(=O)[nH]2)c1	5	3	1.3	0.4
COCCNC(=O)c1ccccc1-c1ccccc1C(=O)O	13	2	-2.5	0.7
CCN(c1ccc(F)cc1)S(=O)(=O)c1ccc2[nH]cc(C(=O)N3CCN(Cc4ccccc4)CC3)c(=O)c2c1	-2	-12	-0.6	0.1
C=CCOC(=O)C1=C(C)NC2=C(C(=O)CC(C)(C)C2)C1c1ccccc1OC(C)C (stereo unspecified)	8	6	0.3	0.4
O=C(COc1ccc(Br)cc1)Nc1ccccc1F	-61	-6	0.6	0.1
N#C/C(=C\c1ccc([N+](=O)[O-])o1)c1nc(-c2ccccc2)cs1	14	8	0.2	0.3
COC1CCCN(C(=O)c2ccc(OC3CCN(S(=O)(=O)N(C)C)CC3)cc2)C1 (stereo unspecified)	10	10	1.2	0.0
COc1cc(/C=N/NC(=O)c2ccco2)cc(OC)c1OC(C)=O	-33	3	-0.5	0.0
COc1cc(/C=C2/C(=N)N3C(c4ccccc4)=CSC3=NC2=O)ccc1OCCOc1ccc(C)cc1	-13	-1	-1.4	-0.1
O=C(Nc1nnc(C2CC2)s1)C1CCN(C(=O)Nc2ccccc2)CC1	0	2	-1.4	-0.1
O=c1oc2ccccc2c(CNc2ccccc2)c1[N+](=O)[O-]	-3	-4	0.4	0.0
COC(=O)c1sc2cc([N+](=O)[O-])cc(Sc3ccccc3)c2c1-n1cccc1	-14	-11	5.7*	0.1
COc1ccc(C(=O)NC2CC2)cc1OC1CCN(CCC(C)C)CC1	2	-4	-1.1	-0.2
COC(=O)C1=CN(C2CC2)C=C(C(=O)OC)C1c1ccc(Cl)cc1	10	5	1.1	0.0
COc1ccccc1NC(=O)C(=O)NN=C(C)C	1	13	2.2	0.1
CCOc1ccc(C(=O)Nc2ccc(OC)cc2OC)cc1	-9	0	0.0	-0.1
CCCc1ccc(OCC(=O)Nc2sc3c(c2C#N)CCCCC3)cc1	-1	19	0.0	0.1
CC1=C/C(=N\S(=O)(=O)c2ccccc2)C(Br)=C(C)C1=O	16	4	-0.3	0.1
CC(C)Sc1nc2c(c(=O)[nH]1)C(c1ccc([N+](=O)[O-])cc1)C1=C(CCCC1=O)N2 (stereo unspecified)	-2	16	-1.3	0.2
CCc1ccc2nc(N3CCC(C(=O)NC4CCCCC4)CC3)sc2c1	70*	14	-1.2	0.4
CCOc1cc(C(=O)Nc2cc(-c3nc4cc(C)ccc4o3)ccc2Cl)cc(OCC)c1OCC	1	-2	-0.3	-0.1
Cc1cccc(C(=O)Nc2ccc(Cl)c(-c3nc4ccccc4o3)c2)c1	6	-4	-1.0	-0.1
Cc1cc(NS(=O)(=O)c2ccc(NC(=O)c3ccccc3Cl)cc2)nc(C)n1	15	5	-0.9	0.1
CCN(c1cccc(C)c1)S(=O)(=O)c1ccc2c(c1)OCCN2C	2	-18	0.0	0.0
O=C(Nc1ccc(N2CCCCC2)cc1)c1ccc(Cl)cc1	-49	-17	-0.3	0.0
CN1C(=O)/C(=C\c2ccco2)SC1=S	-10	7	1.7	-0.3
CC(C)N(CCCNC(=O)Cn1ncc2c3ccccc3n(C)c2c1=O)Cc1ccccc1	1	-6	1.1	0.0
O=[N+]([O-])c1ccccc1/C=N/n1c(-c2cccnc2)n[nH]c1=S	2	-5	-0.1	0.0
CCOC(=O)c1nn(-c2cccc(C(F)(F)F)c2)c(=O)c(C#N)c1C	3	6	0.3	-0.3
O=[N+]([O-])c1ccc(N2CCOCC2)cc1OCCOc1ccccc1	2	2	1.0	-0.1
O=S1(=O)N=C(CN2CCC(c3nnc(-c4ccc(F)cc4)o3)CC2)Nc2ccccc21	15	23	-1.2	0.5

Results in TEAD-YAP inh, for three of the compounds above:
Compound	TEAD-YAP inh
O=C(Nc1nnc(C2CC2)s1)C1CCN(C(=O)Nc2ccccc2)CC1	0
O=c1oc2ccccc2c(CNc2ccccc2)c1[N+](=O)[O-]	-3
COC(=O)c1sc2cc([N+](=O)[O-])cc(Sc3ccccc3)c2c1-n1cccc1	-14

Other results.
mol	TEAD-YAP inh	MITF inh	GPR151 ag	FBW7 activator
CCc1ccccc1N(C)S(=O)(=O)c1ccc2[nH]cc(C(=O)N3CCC(C)CC3)c(=O)c2c1	13	3	0.7	0.0
O=C(O)c1ccccc1NC(=O)C1C2C=CC(C2)C1C(=O)O (stereo unspecified)	5	7	-1.6	0.3
O=C(Nc1nnc(S(=O)(=O)N2CCc3ccccc32)s1)c1ccco1	2	1	1.9	0.0
O=C(O)CC(C(=O)O)P(=O)(c1ccccc1)c1ccccc1 (stereo unspecified)	28	5	-0.6	0.3
COCCNC(=O)CNC(=S)N(Cc1ccccc1)Cc1cccnc1	-2	2	1.8	-0.1
Cc1ccc(C)c(N2C(=N)S/C(=C/c3cn(Cc4ccc(Cl)c(Cl)c4)c4ccccc34)C2=O)c1	-1	-3	1.2	0.0
Cc1ccc(C)c(OCC(=O)NCc2nc(-c3ccccc3)no2)c1	-5	3	-2.7	-0.1
CC(=O)Nc1ccc(OC(C)=O)cc1	-9	-9	2.5	0.1
O=C(CN1C(=O)S/C(=C\c2cc(Br)ccc2O)C1=O)N1CCOCC1	-1	6	0.3	0.0
Cc1cnc(NC2CCN(Cc3ccccc3)CC2)nc1Nc1ccccc1	4	4	-1.6	0.1
COC(=O)c1ccc(C)c(NC(=O)CN(c2c(C)cccc2C)S(C)(=O)=O)c1	11	2	0.5	0.2
CCOc1ccccc1NC(=O)c1ccoc1C	9	6	5.9*	-0.2
COc1ccc(CNC(=O)Cn2nnc3ccccc3c2=O)cc1	-23	11	-1.6	0.5
CCCC(=O)Nc1ccc(C(=O)NNS(=O)(=O)c2ccccc2[N+](=O)[O-])cc1	0	9	4.7	-0.1
CCOC1(OCC)N=C(N)C2(C#N)C(c3ccccc3Br)C12C#N (stereo unspecified)	1	25	2.1	0.2
CCOC(=O)C1CCN(C(=O)c2ccccc2[N+](=O)[O-])CC1	2	6	-0.1	0.0
COc1cc([N+](=O)[O-])cc(C=O)c1OC	-1	-11	0.2	0.0
O=C(CCOc1ccccc1)Nc1ccnn1C1CCN(C(=O)C2CC23CCCC3)CC1 (stereo unspecified)	-6	5	1.2	0.0
Nc1cc(=O)nc(SCC(=O)N2CCCc3ccccc32)n1-c1ccc(Cl)cc1	-3	2	0.3	-0.1
CC[N+](C)(C)CCCNC(=O)c1c(O)c2c([nH]c1=O)CCCC2	0	3	-0.7	0.1
CCOC(=O)CNc1ccc(C(=O)O)cc1	-5	11	0.6	-0.2
COCCNc1oc2c(c1-c1ccccc1)c(=O)oc1c(C)cccc12	1	-11	-0.1	0.0
Cc1ccccc1C1CC(=O)NC(SCC(=O)NC2CCCCC2)=C1C#N (stereo unspecified)	11	12	-1.5	-0.1
Cc1ccc(OCC(O)CN2CCN(c3ccccn3)CC2)c(C)c1 (stereo unspecified)	6	5	0.5	0.0
Cn1c(=O)c(C(=O)Nc2nc3ccc(Cl)cc3s2)c(O)c2ccccc21	4	18	1.4	0.2
CC1=CCC2C(=O)N(c3cccc(C(=O)NCc4ccccc4)c3)C(=O)C2C1 (stereo unspecified)	3	11	0.6	0.1
CCOC(=O)c1c(-c2ccc(F)cc2)csc1NC(=O)CN1CC(C)OC(C)C1 (stereo unspecified)	-2	23	2.0	0.2
COc1cccc2cc(C(C)N(CCCN3CCOCC3)C(=O)Nc3ccccc3)oc12 (stereo unspecified)	-7	-11	0.0	-0.1
CCOC(=O)C1CCCN(S(=O)(=O)c2ccc3c(c2)CCN3C(=O)CC)C1 (stereo unspecified)	-4	9	0.1	1.1
CC(C)NC(=O)Cn1cc(OCc2ccc(F)cc2)c(=O)cc1CO	1	-6	1.1	0.3
C=CCc1cccc(/C=N/NC(=O)OCC)c1O	-10	-1	3.2	0.2
CN(C)/C=C1\C=C(c2ccccc2)OC1=O	-3	14	-0.5	-0.1
CC(=O)c1c(C)[nH]c(C(=O)OCC(=O)NCc2cccs2)c1C	-14	-5	-0.2	-0.1
Cc1ccc2nc3c(cc(C(=O)NC4CCCCC4)c(=N)n3C(C)C)c(=O)n2c1	12	2	0.7	0.0
COc1cc2c(-c3ccccc3Br)nc3c(c(C)nn3-c3ccccc3)c2cc1OC	10	10	0.3	0.0
O=C(CCCn1cc([N+](=O)[O-])cn1)NCc1ccc2c(c1)OCO2	8	-4	-1.0	-0.1
COc1cccc(/C=N/NC(=O)c2cccc(Cn3cccn3)c2)c1O	-3	11	-0.8	-0.4
CCCCOc1ccc(C(=O)N/C(=C/c2ccc(Cl)cc2)C(N)=O)cc1	12	-9	9.8*	-0.3
CC1=C(C(=O)OCCc2ccccc2)C(c2coc3ccc(Cl)cc3c2=O)C2=C(CC(C)(C)CC2=O)N1 (stereo unspecified)	-2	-5	-0.3	-0.1
CCOC(=O)NCc1nc2nc(C)cc(C(F)(F)F)n2n1	-10	5	-1.1	-0.1
O=C(NCCCNc1ccc([N+](=O)[O-])cc1)c1ccc(Cl)cc1	7	14	-0.2	0.0
CC(=O)c1ccc(NC(=O)COC(=O)Cc2c[nH]c3ccccc23)cc1	10	6	0.1	0.1
COc1ccc(C(=O)N(CC(C)C)c2nnc(-c3ccncc3)s2)cc1OC	-59	0	-0.6	-0.2
O=C(OCc1ccc(Br)cc1)c1ccc(N2CCOCC2)c([N+](=O)[O-])c1	5	-5	0.6	-0.1
CC1=NN(C(=O)c2ccncc2)C(O)(C(F)(F)OC(F)(F)F)C1 (stereo unspecified)	-4	14	-0.9	0.2
CC(=O)c1cc(CN2CCCC(N3CCN(c4ccccc4)CC3)C2)cs1 (stereo unspecified)	5	1	1.4	-0.1
Cc1ccccc1Nc1nc(Nc2ccccc2C)nc(Sc2nc3ccccc3[nH]2)n1	-4	4	-0.2	-0.2
COCCN=c1scc(C)n1/N=C/c1cc(Br)c(O)c(Br)c1	-7	9	-0.3	0.1

Grouped by structure, those above containing a COOH group
mol	TEAD-YAP inh	MITF inh	GPR151 ag	FBW7 activator
COCCNC(=O)c1ccccc1-c1ccccc1C(=O)O	13	2	-2.5	0.7
O=C(O)c1ccccc1NC(=O)C1C2C=CC(C2)C1C(=O)O (stereo unspecified)	5	7	-1.6	0.3
O=C(O)CC(C(=O)O)P(=O)(c1ccccc1)c1ccccc1 (stereo unspecified)	28	5	-0.6	0.3
CCOC(=O)CNc1ccc(C(=O)O)cc1	-5	11	0.6	-0.2

Compound activity: PubChem BioAssay, The Scripps Research Institute Molecular Screening Center
